# CHRM4 agonist = agonists of human muscarinic M4 receptor (CHRM4); CHO-K1 hM4/Gqi5, Fluo-8 calcium fluorescence; vehicle 0%, full acetylcholine response 100%; activation, % at 3 µM; hit rate 0.14% among 360,000; AID 624127;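 active = activation above the run mean over all test wells plus 3 SD, cut at about 32% in these data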;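 also: peak over basal fluorescence ratio per well then scaled between controls; 0% = DMSO wells and 100% = acetylcholine at EC100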
# Target sequence (P08173 whole entry, looked up): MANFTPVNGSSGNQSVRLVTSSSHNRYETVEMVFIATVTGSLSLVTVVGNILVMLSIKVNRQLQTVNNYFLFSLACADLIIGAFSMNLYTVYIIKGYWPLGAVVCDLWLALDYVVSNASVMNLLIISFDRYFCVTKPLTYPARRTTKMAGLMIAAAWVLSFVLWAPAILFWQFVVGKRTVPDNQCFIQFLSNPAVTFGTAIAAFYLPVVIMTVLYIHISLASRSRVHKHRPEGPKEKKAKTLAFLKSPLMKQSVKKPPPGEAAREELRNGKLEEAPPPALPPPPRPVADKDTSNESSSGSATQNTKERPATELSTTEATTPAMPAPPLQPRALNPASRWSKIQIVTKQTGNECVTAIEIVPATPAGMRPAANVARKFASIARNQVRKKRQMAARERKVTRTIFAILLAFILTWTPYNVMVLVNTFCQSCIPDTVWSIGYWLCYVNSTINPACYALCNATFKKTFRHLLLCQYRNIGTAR
# M1 PAM = human CHRM1 positive allosteric modulation. P11229. CHO-K1 hM1, Fluo-8 calcium fluorescence, ACh EC20; 0% = ACh EC20, 100% = maximal ACh. activation, % at 3 µM. hit rate 0.088% among 360,000; in the data active = activation above about 19%, passing the limit was not always enough
# M1 ag = human M1 muscarinic receptor agonism; activation, % at 3 µM; AID 588814; hit rate 0.33% among 360,000; P11229; CHO-K1 hM1, Fluo-8 calcium fluorescence, agonist mode; 0% DMSO, 100% acetylcholine EC100;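 active = activation above the run's mean compound activation plus 3 SD, cut at about 16% in these data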;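 also: peak over basal fluorescence ratio within a 140 s kinetic read after compound addition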
# M4 antag = CHRM4 antagonism in calcium assay; CHO-hM4 cells, ACh EC80, Fluo-8 calcium fluorescence; P08173; hit rate 0.73% among 360,000; inhibition, % at 3 µM;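 active = inhibition above its plate's cutoff, the mean inhibition of sample wells plus 3 SD, cut at about 27% in these data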;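 also: 0% = acetylcholine EC80 with DMSO and 100% = DMSO without agonist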
# CHRM5 PAM = potentiates acetylcholine response at human M5 receptor; P08912; CHO-K1 hM5, Fluo-8 calcium, ACh EC20 PAM; 0% = ACh EC20, 100% = ACh EC100; activation, % at 3 µM; hit rate 0.3% among 360,000; AID 624038;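 active = activation above the run cutoff, the mean activation of all test compounds plus 3 SD, cut at about 18% in these data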
# Target sequence (P08912 whole entry, looked up): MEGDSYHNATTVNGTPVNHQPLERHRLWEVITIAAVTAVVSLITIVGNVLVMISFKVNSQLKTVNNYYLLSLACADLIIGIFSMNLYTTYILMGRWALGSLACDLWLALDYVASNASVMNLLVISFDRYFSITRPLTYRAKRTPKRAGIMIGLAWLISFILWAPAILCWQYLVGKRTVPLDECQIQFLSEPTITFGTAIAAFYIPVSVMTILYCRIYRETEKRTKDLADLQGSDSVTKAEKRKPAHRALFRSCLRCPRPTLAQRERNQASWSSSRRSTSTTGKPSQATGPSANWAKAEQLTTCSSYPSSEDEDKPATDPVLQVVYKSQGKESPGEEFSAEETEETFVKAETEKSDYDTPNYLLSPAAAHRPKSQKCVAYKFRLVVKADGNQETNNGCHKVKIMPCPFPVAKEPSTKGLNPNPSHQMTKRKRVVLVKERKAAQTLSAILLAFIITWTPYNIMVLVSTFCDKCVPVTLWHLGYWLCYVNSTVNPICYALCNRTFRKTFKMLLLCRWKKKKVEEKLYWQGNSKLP
#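 System – CHO-K1 hM5 cells · Compound – 3 µM, single dose · Incubation – compound preincubation 140 s before EC20 acetylcholine addition · Technique – Fluo-8 calcium fluorescence · Measure – Max/basal fluorescence ratio as % of EC20–EC100 ACh window · Benchmarks – low control EC20 acetylcholine (0%), high control EC100 acetylcholine (100%) · Replication – singlicate, one well per test compound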
# M1 antag = blocks human M1 muscarinic receptor | CHO-K1 hM1, Fluo-8 calcium fluorescence, ACh EC80 antagonist | inhibition, % at 3 µM | hit rate 1.3% among 360,000 | AID 588852;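 active = percent inhibition above its own plate's cutoff, namely the mean of that plate's compound wells plus 3 SD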;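 also: peak over basal fluorescence ratio during 140 s after agonist addition; 0% = ACh EC80 plus DMSO and 100% = DMSO alone without agonist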
# CHRM5 antagonist = CHRM5 antagonism in calcium assay; P08912; CHO-hM5 cells, Fluo-8 calcium fluorescence, ACh EC80; inhibition, % at 3 µM; hit rate 0.59% among 360,000;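 active = inhibition above a per-plate cutoff, the mean of that plate's test compounds plus 3 SD, cut at about 27% in these data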;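 also: 0% = acetylcholine EC80 with DMSO and 100% = DMSO without agonist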
# CHRM5 agonist = CHRM5 agonism in calcium assay; CHO-K1 hM5 cells, Fluo-8 calcium fluorescence; 0% DMSO wells, 100% maximal acetylcholine response; activation, % at 3 µM; hit rate 0.19% among 360,000;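 active = activation above the run's mean over test compounds plus 3 SD, cut at about 23% in these data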;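 also: signal is peak over basal fluorescence ratio across the kinetic read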
# TAAR1 agonist = agonists of human TAAR1; Q96RJ0; CHO RD-HGA16 TAAR1, Fluo-8 calcium fluorescence; vehicle wells 0%, saturating PEA agonist 100%; activation, % at 3 µM; hit rate 0.99% among 360,000;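 active = activation above the mean activation of all test compounds in the run plus 3 SD, cut at about 38% in these data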
#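 Signal – calcium-sensitive Fluo-8 signal, excitation 470-495, emission 515-575 nm · System – RD-HGA16 (CHO) cells co-expressing Gα16 and hTAAR1 · Incubation – 17-24 h seeding, 75 min 37 °C dye, 30 min RT · Compound dosing – 3 µM single concentration · Repeats – no replicates (n 1)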
# Active calls of the source: *; . = no result given. Not all compounds are listed (hit frequency here may not be typical).
nr	structure	M1 antag	M1 PAM	TAAR1 agonist	CHRM4 agonist	CHRM5 agonist	M1 ag	CHRM5 antagonist	CHRM5 PAM	M4 antag
1	COc1ccc(NC(=O)CN2CCN(C(C)=O)CC2)cc1S(=O)(=O)N1CCOCC1	-4	7	3	0	-4	-2	-9	-1	-9
2	CC(C)CCN1CCC(Cc2ccccc2)(NC(=O)c2ccccc2)C1=O (centres undefined)	1	-4	16	11	5	2	19	-20	-4
3	COc1cc(C)ccc1OCCOc1c(C)cccc1Cl	-8	3	-2	-1	-3	-5	2	1	-3
4	CCOC(=O)c1ccn(CSc2c(F)c(F)cc(F)c2F)n1	33*	-14	20	1	-4	-2	3	-1	5
5	CN(C)CCN(CC1CCCN(Cc2ccccc2F)C1)C(=O)c1ccc(Cl)cc1 (centres undefined)	-7	1	6	2	0	-10	2	4	1
6	Cc1ccc(S(=O)(=O)Nc2cccc(-n3cnnn3)c2)cc1C(=O)O	-15	3	3	0	-4	4	7	3	-8
7	O=C(COc1ccccc1Cl)N(Cc1cccs1)C1CCS(=O)(=O)C1 (centres undefined)	-9	11	-1	2	-1	-4	-2	7	1
8	COc1ccc(CCNc2oc(-c3cccc4ccccc34)nc2P(=O)(OC)OC)cc1OC	1	4	11	3	0	-1	-1	-3	-4
9	CC(C)(C)CC(=O)NCCCN1CCOCC1	-5	8	1	2	0	-5	3	4	-1
10	CCCCCC(=O)Nc1ccc(C(=O)CN2C(=O)NC3(CCCCCC3)C2=O)cc1	0	-1	11	9	5	-1	7	-1	-13
11	Cn1c(Cc2ccccc2)nnc1SCC(=O)c1ccc(Br)s1	22*	-24	5	-1	-6	-7	4	-2	10
12	COc1cc(C(=O)NCc2cn3ccsc3n2)cc(OC)c1OC	-7	4	8	2	3	-2	1	-6	-1
13	CCCN(CCC)CCN1C(=O)C2C(C(=O)Nc3ccc(C)cc3)C3C=CC2(O3)C1C(=O)NC1CCCCC1 (centres undefined)	-18	15	-2	-2	-1	-8	10	0	4
14	CC(OC(=O)/C=C/c1ccccc1)C(=O)NC1CCCCC1C (centres undefined)	-3	1	1	0	-2	-5	1	1	-17
15	Cc1c(C(=O)OCC(=O)Nc2cccc(S(N)(=O)=O)c2)oc2c1ccc1ccccc12	13	-6	5	8	2	-4	2	-6	15
16	COc1ccc(OC)c(N)c1	-12	9	8	1	-4	0	-7	9	2
17	Cc1cc(C)c(S(=O)(=O)c2cccc(Cl)c2)c(=O)[nH]1	-15	10	9	1	-1	-3	5	-1	-4
18	CCOC(=O)C1=C(C)N=c2s/c(=C/c3ccc(OCC(=O)O)cc3)c(=O)n2C1c1ccc(F)cc1 (centres undefined)	0	1	12	0	-3	-4	1	-6	-5
19	CSc1ccc(-c2nc(O)c3cnccn23)cc1	-4	4	4	1	-1	-8	-3	0	1
20	CC(=O)Nc1c(C)nn(-c2ccc([N+](=O)[O-])cc2)c1C	14	-3	4	1	-1	-4	2	0	3
21	COc1cc2c(cc1OC)CN(CC(=O)Nc1ccccc1SC)CC2	-1	-1	4	2	1	-2	12	3	7
22	CCN(CC)CCNC(=O)c1sc2ncn(CC(=O)Nc3ccc(C)c(Cl)c3)c(=O)c2c1C	-8	5	5	1	-7	-11	-1	-3	7
23	Cc1ccc2c(c1)C(=O)C(=O)N2c1ccc(Cl)cc1	-11	4	0	2	4	0	4	-2	-12
24	CNc1nccc(-c2ccc(Cl)cc2)c1C#N	-5	7	-2	0	-1	1	4	3	-4
25	O=C1NCCN1CCNc1nc(NCC2CC2)nc2cc(-c3ccccc3)sc12	19	-26	4	8	-2	-4	2	-4	4
26	CCN(CC)c1ccc(N)cc1S(=O)(=O)Nc1ccccc1OC	1	-1	1	0	-5	-4	0	0	5
27	CCN1C(=O)C(CC(=O)Nc2c(C)cccc2C)SC1=Nc1ccc(S(N)(=O)=O)cc1 (centres undefined)	-15	-3	9	0	1	-2	7	1	7
28	COc1cccc(C=NCCNC(=O)c2nonc2N)c1O	-13	9	4	0	1	-3	3	-4	-5
29	Cc1ccc(S(=O)(=O)Oc2ccc(/C=C3\N=C(c4cccc(C)c4)OC3=O)cc2)cc1	-11	10	0	0	-1	-4	-2	1	2
30	COc1ccc(N2CCN(C(=O)c3ccc4ccccc4n3)CC2)cc1	-4	1	11	3	-4	-6	6	-1	7
31	CCOC(=O)C1=C(COC(=O)c2ccc(Cl)cc2[N+](=O)[O-])NC(=O)NC1C (centres undefined)	-11	7	1	2	0	-1	-5	1	-5
32	O=C(NCc1cccnc1)c1cccc(S(=O)(=O)N2CCCCC2)c1	2	-1	14	5	1	-10	-1	-4	-4
33	COc1cc(CC(=O)N2c3ccccc3N=C(c3ccccc3)C2C(=O)NCc2ccccc2)cc(OC)c1 (centres undefined)	.	.	0	8	4	.	8	-10	-7
34	CN(Cc1ccccc1)C(=O)C1CCC(CNS(=O)(=O)c2cccc3cccnc23)CC1 (centres undefined)	-19	11	2	5	5	1	7	-7	-8
35	C[N+](C)(CCCCCC[N+](C)(C)CCCN1C(=O)c2cccc3cccc(c23)C1=O)CCCN1C(=O)c2cccc3cccc(c23)C1=O	39	-26	.	0	-1	-8	-4	2	19
36	Cc1nc2c(-c3ccc(Cl)cc3)cnn2c2c1CCC2	-8	11	1	0	-3	-9	2	-1	5
37	NS(=O)(=O)c1ccc(Nc2nc(-c3ccccc3)cs2)cc1	5	0	6	4	3	-4	5	0	20
38	Cc1ccc(O)c(NC(=O)c2ccc3c(c2)C(=O)N(Cc2ccco2)C3=O)c1	-1	7	2	4	-3	5	18	-3	3
39	O=C(Cn1c(=O)oc2cc(S(=O)(=O)N3CCCCCC3)ccc21)NC1CCCCCCC1	-6	0	0	2	2	-5	-1	-5	-6
40	COc1ccc(CNC(=O)CC2(CC(=O)O)CCCCC2)cc1	-15	13	4	0	-1	-4	-1	8	-7
41	CC(C)(Oc1ccc(Cl)cc1)C(=O)Nc1ccc2oc(=O)ccc2c1	-5	4	-1	1	-5	0	14	-2	8
42	C=CCOC(=O)C1=C(C)NC(SCC(N)=O)=C(C#N)C1c1ccc(C)cc1 (centres undefined)	-8	0	1	-2	-1	-6	5	-4	-6
43	c1cnc2ccc(-n3ccnc3)cc2c1	6	1	3	0	1	-6	0	3	-5
44	Cc1ccc(/C=c2/sc3nnc(-c4ccccc4Cl)n3c2=O)o1	-7	-1	-3	0	-3	-6	-1	8	2
45	Cc1nc2ccccn2c1C(=O)NNC(=S)Nc1ccccc1	-12	6	2	0	1	-3	-7	3	-12
46	CCN1CCN(c2nc3c(C)cccn3c(=O)c2/C=C(\C#N)S(=O)(=O)c2ccc(Cl)cc2)CC1	6	-6	12	3	-1	-3	11	-6	-8
47	CCOc1ccc(-n2c(Cc3cc(=O)[nH]c(=O)[nH]3)nnc2SCc2cccnc2)cc1	-4	13	0	1	0	9	2	3	-15
48	COc1ccc(-n2c(-c3ccco3)nc3c(cnn3-c3ccccc3C)c2=O)cc1	-10	7	3	0	1	-3	-2	1	-6
49	COc1ccc(C(=O)N/C(=C/c2cccs2)C(=O)NN)cc1OC	9	-4	7	12	4	-1	17	-13	2
50	O=C(COC(=O)Cn1nnc2ccccc21)NC1CCCC1	-3	1	0	1	-3	-3	9	0	5
51	COc1ccc(CN2CCN(C(=O)c3cccc4ccccc34)CC2)c(OC)c1OC	-9	5	3	6	1	-6	1	3	-2
52	CCOc1ccc(N(CC(=O)OC)S(=O)(=O)c2ccc(OC)c(OC)c2)cc1	0	1	21	1	-1	-3	2	-11	11
53	CCc1ccccc1NC(=O)c1ccc(S(=O)(=O)NCC2CCCO2)cc1 (centres undefined)	-10	13	10	1	-1	-1	-2	9	-3
54	O=C(NNc1c2ccccc2nc2ccccc12)c1ccc(Cl)cc1	-12	7	7	1	-4	-3	2	1	-9
55	O=C(O)C1(O)C[C@@H](O)C(O)[C@H](O)C1 (some centres undefined)	-29	6	3	0	0	-3	-4	-1	-8
56	O=C(CCNC(=O)c1ccc(Cl)cc1)NCc1ccccc1Cl	-9	3	-1	0	0	-3	6	-2	-13
57	O=c1c2ccccc2ncn1CCOCCOc1cccc(Br)c1	-10	5	1	0	-4	-5	2	-3	8
58	Cc1[nH]nc(C(F)(F)F)c1N=NN1CCOCC1	-17	8	4	1	5	0	-3	5	4
59	Cc1occc1-c1nnc(SCC(=O)NCC2CCCO2)n1C (centres undefined)	-12	7	5	1	-1	-2	-5	4	6
60	O=C(NCc1ccc(OC(F)(F)F)cc1)C1CC(c2ccc(C(F)(F)F)cc2)=NO1 (centres undefined)	14	-11	5	5	7	-3	5	-7	-5

# New compounds follow.
nr	structure	M1 antag	M1 PAM	TAAR1 agonist	CHRM4 agonist	CHRM5 agonist	M1 ag	CHRM5 antagonist	CHRM5 PAM	M4 antag
61	COc1ccccc1NC(=O)c1cnc(SCC(=O)NCCc2ccccc2)n(C)c1=O	-14	8	2	-1	5	2	-3	1	1
62	COc1ccc(OC)c(NC(=O)C2(C)CCN2Cc2ccc(OC)c3ccccc23)c1 (centres undefined)	-6	2	0	-2	0	-2	-8	-3	-15
63	C=C[C@]1(C)C=C2C(=O)C[C@H]3C(C)(C)CCC[C@]3(C(=O)O)[C@@]2(O)CC1	9	-4	2	1	3	1	-3	0	-12
64	COc1cccc(NC(=O)c2ccccc2-c2nc(-c3ccccc3)no2)c1	-10	1	5	6	-5	-5	7	-18	-5
65	Cc1cc2occ(CC(=O)NNC(=O)c3ccccc3)c2cc1C	-7	3	1	2	-2	-4	-15	3	-13
66	COc1ccc(NC(=O)CSc2nnc(Cc3ccccc3)c(=O)n2N)c(OC)c1	-11	-1	0	1	0	0	6	-21	-3
67	CC(=O)Nc1ccc(NC(=O)CCS(=O)(=O)c2ccc3c(c2)oc(=O)n3C)cc1	0	0	2	1	-3	-3	4	-2	5
68	CC(C)n1nc(C(=O)Nc2ccc(-n3cnnn3)cc2)c2ccccc2c1=O	-24	10	5	6	-3	1	12	3	-12
69	COc1ccc(Cl)cc1NC(=O)CSc1nc(C)cc(C)n1	-11	11	3	1	-8	-8	-3	-3	-1
70	COc1ccc(C(=O)C2CCCN(C(=O)c3cccnc3OC)C2)cc1F (centres undefined)	-11	12	4	3	2	-4	5	-4	-4
71	CCc1ccc(OCC(=O)N/N=C(\C)c2ccc(-n3ccnc3)cc2)cc1	5	-2	5	0	-1	-7	-11	8	8
72	O=C(COCc1ccccc1)N[C@@H]1c2ccccc2CC[C@@H]1OCc1ccccc1	-2	1	4	2	-2	-6	1	-2	-7
73	O=C(Nc1cccc(F)c1)N1CCCC(CNS(=O)(=O)Cc2ccccc2)C1 (centres undefined)	5	4	4	4	2	-3	4	3	-4

# An excerpt of these results, with values under each structure:
# The line under a structure holds: M1 antag, M1 PAM, TAAR1 agonist, CHRM4 agonist, CHRM5 agonist, M1 ag, CHRM5 antagonist, CHRM5 PAM, M4 antag
66	COc1ccc(NC(=O)CSc2nnc(Cc3ccccc3)c(=O)n2N)c(OC)c1
 : -11, -1, 0, 1, 0, 0, 6, -21, -3
73	O=C(Nc1cccc(F)c1)N1CCCC(CNS(=O)(=O)Cc2ccccc2)C1 (centres undefined)
 : 5, 4, 4, 4, 2, -3, 4, 3, -4

# Source: PubChem
